Source: PubChem BioAssay
CSN deneddyl inh – inhibitors of human CSN-mediated cullin deneddylation; Purified CSN, SCF-Nedd8-OG deneddylation, fluorescence polarization; 0.38% of 360,000 active; inhibition, % at 12.5 µM;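 active = pattern-corrected inhibition above about 35%, with an unprinted fluorescence ratio check between 0.5 and 1.5, limit read from the data, passing the limit was not always enough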;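 also: 0% = enzyme with substrate and 100% = substrate without enzyme; some results filed as inactive read as strong as hits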
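Test system: Human Csn5 produced in HEK293T cells | Compound: 12.5 µM single point | Times: 90 min, room temperature | Signal: Fluorescence polarization readout | Read-out basis: % inhibition of substrate cleavage by Csn5 | Controls: no-enzyme wells high, enzyme-with-substrate wells low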
LMPTP inh – LMPTP (human) inhibition | inhibition, % at 20 µM | recombinant LMPTP-A, OMFP fluorogenic substrate, fluorescence intensity | 0.22% of 360,000 active | P24666;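 active = compounds that cut the enzyme signal by at least half of the control window in the single-dose screen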;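 also: plate controls were DMSO wells with enzyme plus substrate for no effect and substrate without enzyme for full effect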
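Buffer or medium: Bis-Tris pH 6.0, DTT, detergent; Assay system: LMPTP-A enzyme; Quantity: 0.625 nM enzyme; Detection: endpoint fluorescence intensity; Times: 50 min dark incubation at room temperature; Controls: substrate-only low control, DMSO enzyme-plus-substrate high control; Doses: single 20 µM dose; Read-out: percent inhibition versus substrate-only and uninhibited controls; Reagent: 400 µM OMFP.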
SUMO1 PPI mod – SUMO1-SIM interaction modulation. AID 602429. inhibition, % at 20 µM. 0.33% of 360,000 active. P63165. SUMO1 binding to a labelled peptide, TR-FRET, 1 h; in the data active = inhibition above about 37%
NadD block – NadD (S. aureus) enzyme inhibition; AID 602399; inhibition, % at 20 µM; purified NadD enzyme, colorimetric absorbance read-out; 0.78% of 360,000 active; in the data active = inhibition above about 26%; also: some compounds past the cut are filed as inactive
DNMT1 block – DNMT1 (human) enzyme inhibition; DNMT1 molecular beacon, Hinp1I cleavage, fluorescence; inhibition (reported as % activation of signal), % at 10 µM; 0.83% of 360,000 active; in the data active = inhibition above about 50%
Scp1 inh – inhibitors of human Scp-1 phosphatase; Recombinant Scp1, phosphopeptide, malachite green phosphate absorbance; inhibition, % at 20 µM; 0.88% of 340,000 active;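 active = inhibition above about 50% at 20 µM, limit read from the data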;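 also: plate controls were DMSO wells with enzyme for no effect and wells lacking enzyme for full effect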
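Test system: SCP-1 phosphatase catalytic domain, residues 76-261; measured by: colorimetric phosphate reagent with accelerator and stabiliser, absorbance at 630 nm; timing: enzyme reaction 45 min at room temperature, colour 5 min, stabilisation 30 min; also added: Phosphorylated 17-residue peptide substrate; compound dosing: one concentration, 20 µM, with 1.0% DMSO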
Neddyl block – cullin neddylation inhibition; 0.58% of 360,000 active; AID 651699; calls only at 25 µM; TR-FRET cullin neddylation, biochemical; P61081+Q13564; in the data active = inhibition above about 36%
Rpn11 block – inhibitors of human proteasome Rpn11; human 26S proteasome, Ub4-pepOG fluorescence polarization; 20S core pre-blocked with epoxomicin; calls only at 20 µM; 0.59% of 360,000 active; AID 588493;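 active = inhibition at 20 µM, scaled to each plate's controls, above about 33%, limit read from the data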
STEP block – STEP (human) phosphatase inhibition; P54829; recombinant STEP, OMFP fluorogenic substrate, fluorescence; inhibition, % at 20 µM; 0.25% of 360,000 active; AID 588621;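 active = inhibition at 20 µM, scaled per plate between control wells, above about 37%, limit read from the data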;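 also: 0% = DMSO with enzyme and substrate and 100% = substrate only without enzyme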
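Measure: Control-normalized % inhibition with plate pattern correction | Test system: STEP phosphatase, cell-free reaction | Medium: pH 6.0 Bis-Tris with DTT and Tween 20 | Technique: Fluorescence, 480/540 nm | Times: Reaction 20 min, ambient temperature | Doses: Single compound dose of 20 µM, 1% DMSO final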
Rin1-Abl PPI inh – human Rin1-Abl interaction inhibition. AID 588664. TR-FRET Rin1/Abl binding, biochemical. inhibition, % at 7.35 µM. P00519+Q13671. 0.4% of 360,000 active; in the data active = inhibition above about 5%, passing the limit was not always enough
Target sequence (P00519 whole entry, looked up): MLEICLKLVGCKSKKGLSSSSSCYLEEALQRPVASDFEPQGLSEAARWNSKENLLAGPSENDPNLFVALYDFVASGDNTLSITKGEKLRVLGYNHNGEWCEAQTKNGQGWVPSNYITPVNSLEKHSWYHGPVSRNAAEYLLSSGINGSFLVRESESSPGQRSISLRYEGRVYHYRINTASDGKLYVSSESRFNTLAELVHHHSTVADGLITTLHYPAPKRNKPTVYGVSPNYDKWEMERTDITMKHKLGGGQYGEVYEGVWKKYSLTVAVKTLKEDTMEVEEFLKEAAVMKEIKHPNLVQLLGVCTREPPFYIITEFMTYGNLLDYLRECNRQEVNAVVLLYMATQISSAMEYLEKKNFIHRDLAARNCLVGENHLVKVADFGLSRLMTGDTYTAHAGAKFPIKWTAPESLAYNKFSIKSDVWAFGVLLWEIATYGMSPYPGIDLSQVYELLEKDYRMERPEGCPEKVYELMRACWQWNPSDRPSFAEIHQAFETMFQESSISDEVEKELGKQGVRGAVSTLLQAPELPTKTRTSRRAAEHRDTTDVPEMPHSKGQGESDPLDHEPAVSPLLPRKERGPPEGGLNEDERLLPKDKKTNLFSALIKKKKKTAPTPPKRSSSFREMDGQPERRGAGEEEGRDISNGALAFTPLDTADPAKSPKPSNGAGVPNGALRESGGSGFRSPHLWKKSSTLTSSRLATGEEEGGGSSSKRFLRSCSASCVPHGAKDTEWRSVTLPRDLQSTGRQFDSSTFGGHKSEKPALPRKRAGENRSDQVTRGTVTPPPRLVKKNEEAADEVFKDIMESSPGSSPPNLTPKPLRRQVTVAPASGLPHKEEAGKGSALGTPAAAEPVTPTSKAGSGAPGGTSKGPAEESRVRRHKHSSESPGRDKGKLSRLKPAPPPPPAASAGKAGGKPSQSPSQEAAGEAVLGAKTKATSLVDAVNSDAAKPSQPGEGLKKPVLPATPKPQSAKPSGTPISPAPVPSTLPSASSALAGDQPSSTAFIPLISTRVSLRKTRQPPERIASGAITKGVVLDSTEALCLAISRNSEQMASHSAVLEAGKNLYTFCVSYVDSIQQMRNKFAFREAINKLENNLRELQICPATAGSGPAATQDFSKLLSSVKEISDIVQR
Target sequence (Q13671 whole entry, looked up): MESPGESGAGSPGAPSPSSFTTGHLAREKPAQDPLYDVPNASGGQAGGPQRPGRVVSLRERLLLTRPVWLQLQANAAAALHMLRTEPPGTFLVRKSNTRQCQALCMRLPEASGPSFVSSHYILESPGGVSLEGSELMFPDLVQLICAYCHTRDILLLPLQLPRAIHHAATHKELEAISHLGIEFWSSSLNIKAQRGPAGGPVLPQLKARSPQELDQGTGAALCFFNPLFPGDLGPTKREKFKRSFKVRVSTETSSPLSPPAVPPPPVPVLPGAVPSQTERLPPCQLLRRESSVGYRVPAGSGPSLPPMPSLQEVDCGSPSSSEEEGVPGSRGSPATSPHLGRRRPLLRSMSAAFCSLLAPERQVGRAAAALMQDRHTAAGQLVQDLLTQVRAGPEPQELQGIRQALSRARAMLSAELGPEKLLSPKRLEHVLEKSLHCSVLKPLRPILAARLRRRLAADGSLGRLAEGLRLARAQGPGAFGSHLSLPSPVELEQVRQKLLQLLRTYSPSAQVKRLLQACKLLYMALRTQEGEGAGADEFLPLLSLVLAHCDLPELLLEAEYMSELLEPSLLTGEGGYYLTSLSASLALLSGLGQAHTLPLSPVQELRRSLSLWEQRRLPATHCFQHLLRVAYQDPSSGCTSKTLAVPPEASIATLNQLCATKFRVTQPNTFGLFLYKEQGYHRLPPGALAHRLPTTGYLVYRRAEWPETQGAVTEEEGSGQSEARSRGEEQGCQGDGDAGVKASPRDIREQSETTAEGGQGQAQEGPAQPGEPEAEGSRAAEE
* hit, by the source's call.

O=C(NCc1ccco1)C(=O)NCC(c1ccco1)N1CCOCC1 (centres undefined) was read as CSN deneddyl inh -1, LMPTP inh -0.4, SUMO1 PPI mod 2, NadD block 9, DNMT1 block 3, Scp1 inh -16, Neddyl block inactive, Rpn11 block inactive, STEP block -3 and Rin1-Abl PPI inh 0.
Screening COc1ccccc1Cc1c(-c2cccc(Cl)c2)nc2c(C)cc(Br)cn12 returned CSN deneddyl inh 4, LMPTP inh 3.1, SUMO1 PPI mod -7, NadD block 19 and Neddyl block inactive.
For Cn1cccc1-c1nc2ccc(NC(=O)c3ccc([N+](=O)[O-])cc3)cc2[nH]1 the results were CSN deneddyl inh 2, LMPTP inh 0.5, SUMO1 PPI mod 0, NadD block 10, DNMT1 block -17, Scp1 inh -11, Neddyl block inactive, Rpn11 block inactive, STEP block -1 and Rin1-Abl PPI inh -3.
Cc1ccc(CC(=O)Nc2ccccc2-c2ccccc2)cc1C was read as CSN deneddyl inh 1, LMPTP inh 0.9, SUMO1 PPI mod 0, NadD block -4, DNMT1 block 1, Scp1 inh -9, Neddyl block inactive, Rpn11 block inactive, STEP block 2 and Rin1-Abl PPI inh 1.
`O=C(NC1CCCC1)C(c1c[nH]c2ccccc12)N(C(=O)Cn1nnc(-c2ccc(Cl)cc2)n1)c1ccccc1` (centres undefined) gave CSN deneddyl inh -3, LMPTP inh -0.4, SUMO1 PPI mod 4, NadD block 3, DNMT1 block -9, Scp1 inh -2, Neddyl block inactive, Rpn11 block inactive, STEP block 1 and Rin1-Abl PPI inh -5.
For CC(C)C(O)C1CCN(Cc2nc(Cc3ccccc3Cl)no2)CC1 (centres undefined) the results were CSN deneddyl inh 0, LMPTP inh -2.2, SUMO1 PPI mod -1, NadD block -1, DNMT1 block 3, Scp1 inh -3, Neddyl block inactive, Rpn11 block inactive, STEP block -1 and Rin1-Abl PPI inh 1.
O=C(COc1cccnc1[N+](=O)[O-])NCc1ccco1 was read as CSN deneddyl inh 2, LMPTP inh -2.2, SUMO1 PPI mod -14, NadD block -4, DNMT1 block 1, Scp1 inh 3, Neddyl block inactive, Rpn11 block inactive, STEP block -2 and Rin1-Abl PPI inh 0.
COc1ccc(-c2nc3ccccc3s2)cc1 was read as CSN deneddyl inh 1, LMPTP inh 0.3, SUMO1 PPI mod 3, NadD block -6, DNMT1 block -4, Scp1 inh -4, Neddyl block inactive, Rpn11 block inactive, STEP block -1 and Rin1-Abl PPI inh 4.
Screening COc1c(C)cc(C(=O)C2CCCN(Cc3cccc4nccnc34)C2)cc1C (centres undefined) returned CSN deneddyl inh -6, LMPTP inh -0.4, SUMO1 PPI mod 0, NadD block -1, DNMT1 block 0, Scp1 inh 1, Neddyl block inactive, Rpn11 block inactive, STEP block 2 and Rin1-Abl PPI inh 0.
Screening O=C(c1cc2cc([N+](=O)[O-])ccc2s1)N1CCOCC1 returned CSN deneddyl inh 1, LMPTP inh 0.7, SUMO1 PPI mod -25, NadD block 0, DNMT1 block 6, Scp1 inh -6, Neddyl block inactive, Rpn11 block inactive, STEP block 0 and Rin1-Abl PPI inh -1.
`COCc1nnc(NC(=O)C2CC(=O)N(c3ccc(C)c(Cl)c3)C2)s1` (centres undefined) gave CSN deneddyl inh 1, LMPTP inh 1.0, SUMO1 PPI mod 4, NadD block -1, DNMT1 block -2, Scp1 inh 2, Neddyl block inactive, Rpn11 block inactive, STEP block 1 and Rin1-Abl PPI inh 5.
`O=S(=O)(c1cc(Cl)ccc1Br)N1CCCCC1` gave CSN deneddyl inh -3, LMPTP inh 1.0, SUMO1 PPI mod 5, NadD block -5, DNMT1 block 6, Scp1 inh -7, Neddyl block inactive, Rpn11 block inactive, STEP block -1 and Rin1-Abl PPI inh 1.
Screening COCCCN(Cc1ccco1)C(=O)Cn1ncc2c([nH]c3ccccc32)c1=O returned CSN deneddyl inh -1, LMPTP inh 0.0, SUMO1 PPI mod 3, NadD block 4, DNMT1 block -1, Scp1 inh -5, Neddyl block inactive, Rpn11 block inactive, STEP block 1 and Rin1-Abl PPI inh 1.
`Cc1cc(C)c(S(=O)(=O)Nc2ccncc2)cc1C` gave CSN deneddyl inh 2, LMPTP inh -1.6, SUMO1 PPI mod 2, NadD block 4, DNMT1 block 0, Scp1 inh -5, Neddyl block inactive, Rpn11 block inactive, STEP block 0 and Rin1-Abl PPI inh 0.
C=C(C)C(=O)Nc1cccc(C(C)=O)c1 was read as CSN deneddyl inh 3, LMPTP inh -0.9, SUMO1 PPI mod 1, NadD block -8, DNMT1 block 5, Scp1 inh 22, Neddyl block inactive, Rpn11 block inactive, STEP block 1 and Rin1-Abl PPI inh 1.
Screening Cc1ccc(OCCOc2ccc(S(=O)(=O)N3CCCC3)cc2C(N)=O)cc1 returned CSN deneddyl inh 5, LMPTP inh 0.9, SUMO1 PPI mod 4, NadD block -4, DNMT1 block 1, Scp1 inh 0, Neddyl block inactive, Rpn11 block inactive, STEP block 4 and Rin1-Abl PPI inh 5.
`CCN(CC)S(=O)(=O)c1ccc(S(=O)(=O)N2CCC(N3CCCCC3)CC2)cc1` gave CSN deneddyl inh 1, LMPTP inh -0.6, SUMO1 PPI mod 1, NadD block -2, DNMT1 block 0, Scp1 inh 1, Neddyl block inactive, Rpn11 block inactive, STEP block -1 and Rin1-Abl PPI inh 3.
O=C1CCCC2=C1C(c1cccs1)CC(=O)N2c1ccc(F)cc1 (centres undefined) was read as CSN deneddyl inh -5, LMPTP inh -1.4, SUMO1 PPI mod -1, NadD block -2, DNMT1 block 10, Scp1 inh -5, Neddyl block inactive, Rpn11 block inactive, STEP block -1 and Rin1-Abl PPI inh 0.
`COc1ccc(C(=O)NC(C)Cc2cnccn2)cc1OC1CCN(C(C)C)CC1` (centres undefined) gave CSN deneddyl inh -3, LMPTP inh 1.2, SUMO1 PPI mod -1, NadD block 1, DNMT1 block 4, Scp1 inh -8, Neddyl block inactive, Rpn11 block inactive, STEP block 1 and Rin1-Abl PPI inh -1.
Screening COc1ccc(/C(C)=N\n2cnnc2)cc1 returned CSN deneddyl inh -2, LMPTP inh -0.5, SUMO1 PPI mod 0, NadD block 4, DNMT1 block 6, Scp1 inh -5, Neddyl block inactive, Rpn11 block inactive, STEP block -4 and Rin1-Abl PPI inh 2.

Structures shown so far that have a nitro group on carbon:
For Cn1cccc1-c1nc2ccc(NC(=O)c3ccc([N+](=O)[O-])cc3)cc2[nH]1 the results were CSN deneddyl inh 2, LMPTP inh 0.5, SUMO1 PPI mod 0, NadD block 10, DNMT1 block -17, Scp1 inh -11, Neddyl block inactive, Rpn11 block inactive, STEP block -1 and Rin1-Abl PPI inh -3.
O=C(COc1cccnc1[N+](=O)[O-])NCc1ccco1 was read as CSN deneddyl inh 2, LMPTP inh -2.2, SUMO1 PPI mod -14, NadD block -4, DNMT1 block 1, Scp1 inh 3, Neddyl block inactive, Rpn11 block inactive, STEP block -2 and Rin1-Abl PPI inh 0.
Screening O=C(c1cc2cc([N+](=O)[O-])ccc2s1)N1CCOCC1 returned CSN deneddyl inh 1, LMPTP inh 0.7, SUMO1 PPI mod -25, NadD block 0, DNMT1 block 6, Scp1 inh -6, Neddyl block inactive, Rpn11 block inactive, STEP block 0 and Rin1-Abl PPI inh -1.

Continuation:
Screening O=C(Nc1ccnn1C1CCN(Cc2c(F)cccc2Cl)CC1)C1CCCC1 returned CSN deneddyl inh 0, LMPTP inh -1.6, SUMO1 PPI mod 6, NadD block -1, DNMT1 block -1, Scp1 inh 0, Neddyl block inactive, Rpn11 block inactive, STEP block -1 and Rin1-Abl PPI inh 1.
O=C1CSC(c2cccc(F)c2)N1c1ccccc1 (centres undefined) was read as CSN deneddyl inh 1, LMPTP inh -0.9, SUMO1 PPI mod 14, NadD block -4, DNMT1 block 2, Scp1 inh -11, Neddyl block inactive, Rpn11 block inactive, STEP block -1 and Rin1-Abl PPI inh 1.
Cc1ccnc2c(N3C(=O)C4C5C=CC(C5)C4C3=O)cccc12 (centres undefined) was read as CSN deneddyl inh 2, LMPTP inh 0.1, SUMO1 PPI mod 0, NadD block -3, DNMT1 block -1, Scp1 inh -1, Neddyl block inactive, Rpn11 block inactive, STEP block 1 and Rin1-Abl PPI inh 5.
Screening CCOc1ccc(-c2c(C)sc3nc[nH]c(=O)c23)cc1 returned CSN deneddyl inh 4, LMPTP inh -0.4, SUMO1 PPI mod 1, NadD block -4, DNMT1 block -5, Scp1 inh -8, Neddyl block inactive, Rpn11 block inactive, STEP block 0 and Rin1-Abl PPI inh -2.
For CCOC(=O)C1=C(N)OC2=C(C(=O)CC(C)(C)C2)C1c1ccoc1 (centres undefined) the results were CSN deneddyl inh 0, LMPTP inh 0.7, SUMO1 PPI mod 20, NadD block 3, DNMT1 block 3, Scp1 inh -5, Neddyl block inactive, Rpn11 block inactive, STEP block -2 and Rin1-Abl PPI inh -2.
For Cc1ccc(C(=O)Nc2cccc(C(=O)N3CCOCC3)c2)cc1Cl the results were CSN deneddyl inh -10, LMPTP inh -0.2, SUMO1 PPI mod 7, NadD block 0, DNMT1 block 0, Scp1 inh -5, Neddyl block inactive, Rpn11 block inactive, STEP block 0 and Rin1-Abl PPI inh 2.
For N#Cc1ccsc1NC(=O)C1=COCCO1 the results were CSN deneddyl inh 3, LMPTP inh 8.2, SUMO1 PPI mod 19, NadD block -5, DNMT1 block 6, Scp1 inh 1, Neddyl block inactive, Rpn11 block inactive, STEP block 0 and Rin1-Abl PPI inh 0.
Screening Cc1ccc(Nc2n[nH]c(=S)s2)cc1 returned CSN deneddyl inh 0, LMPTP inh 26, SUMO1 PPI mod 6, NadD block 0, DNMT1 block -2, Neddyl block inactive, Rpn11 block inactive, STEP block 6 and Rin1-Abl PPI inh -1.
`CCCCN(C(=O)c1ccc(N(C)S(=O)(=O)c2ccc(C)cc2)cc1)c1c(N)n(CCC)c(=O)[nH]c1=O` gave CSN deneddyl inh -1, LMPTP inh 0.5, SUMO1 PPI mod -1, NadD block -5, DNMT1 block -3, Scp1 inh 5, Neddyl block inactive, Rpn11 block inactive, STEP block -2 and Rin1-Abl PPI inh -2.
For C/C(CC(=O)Nc1cc(Cl)ccc1C)=N\NC(N)=O the results were CSN deneddyl inh -4, LMPTP inh -1.7, SUMO1 PPI mod -1, NadD block -4, DNMT1 block 4, Scp1 inh -1, Neddyl block inactive, Rpn11 block inactive, STEP block -2 and Rin1-Abl PPI inh -2.
Cc1ccc2c(c1)N(CC(=O)NCCCN1CC(C)CC(C)C1)C(=O)c1cccnc1O2 (centres undefined) was read as CSN deneddyl inh 0, LMPTP inh -1.5, SUMO1 PPI mod -2, NadD block -1, DNMT1 block 1, Scp1 inh 19, Neddyl block inactive, Rpn11 block inactive, STEP block 3 and Rin1-Abl PPI inh -1.

Rows are unselected; 3.8% or so of the library scored in one or more.
